From PubChem BioAssay
HEK293 tox: cytotoxicity counter-screen for GLP-1 receptor inverse agonists; HEK293 cAMP-luciferase reporter cells, luminescence, 24 h; Potency, µM (top dose mostly 38.3 µM), inactives show at the highest dose activity change, negative = inhibition, actives largely listed as inhibitors; 410,000 tested, 0.13% active;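 also: loss of luciferase light is scored as toxicity; % is scaled to controls: 0 for no effect and ±100 for the full control effect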
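Quantitative HTS format, 1536 wells, 200 cells/uL seeded. Compounds: 23 nL, 24 h, 37 °C. Detection: luciferase reagent, luminescence at 12 min RT; decreased signal taken as cytotoxic.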
HT1080 IDH1KD tx: HT-1080 IDH1 knockdown cell toxicity (counter line); HT-1080 IDH1 knockdown viability, ATP luminescence, 48 h; Potency, µM (series often up to 46.1 µM), for inactives: at the highest dose activity, negative = toxicity, most hits filed as cytotoxic; 360,000 tested, 2% active;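 also: 0% = DMSO wells and -100% = cell-free medium wells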
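% activity derives from luminescence (CellTiter-Glo), normalised to DMSO and no-cell wells. HT-1080-IDH1KD cells, 750/well, had 48 h compound exposure at 37 °C.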
KB-V1 MDR tox: KB-V1 MDR subline cytotoxicity; Potency, µM (series often up to 46.1 µM), for the others: top-dose activity change, negative = cytotoxicity, hits mostly cytotoxic; 400,000 tested, 3.4% active; KB-V1 MDR cells viability, CellTiter-Glo, 72 h; AID 1347076; also: % is scaled to controls: 0 for no effect and ±100 for the full control effect; nearly all actives have a fitted effect of over 60% in size
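KB-V1 MDR subline cells in DMEM (phenol-red free, 10% FBS) exposed to compounds in qHTS concentration series for 72 h at 37 degrees C. Viability read by CellTiter-Glo luminescence; concentration-effect curves fitted after normalization and correction.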
HT1080NT lethal: kills 2HG-producing HT-1080-NT fibrosarcoma cells | HT-1080-NT fibrosarcoma viability, CellTiter-Glo ATP luminescence, 48 h | Potency, µM (top dose mostly 46.1 µM), for the others: at the top dose activity, negative = less viability, usual class: cytotoxic | 360,000 tested, 1.6% active;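 also: NT is the 2HG producing partner of a matched IDH1 knockdown line; 0% = DMSO-treated cells and -100% = media-only wells without cells; nearly all actives have a fitted effect of over 55% in size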
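Toxicity toward the 2HG-producing NT line was scored as %Activity, normalised to DMSO and no-cell wells, from CellTiter-Glo luminescence after 48 hours' treatment.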
TDP43 rescue: TDP-43 toxicity inhibition in yeast. TDP-43 expressing yeast growth rescue, BacTiter-Glo, 24 h. Potency, µM (highest dose often 46.1 µM), for inactives: at the highest dose growth rescue (activation), usual class: activators. 410,000 tested, 1.8% active; also: % of control where 0% means no effect; nearly all actives have a fitted effect of over 50% in size
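Cell-based yeast growth screen: TDP-43 expression induced in galactose, inoculum OD600=0.02 after raffinose pregrowth to mid-log. Read-out BacTiter-Glo luminescence at 24 hr, 30 deg C; inhibition of toxicity seen as signal increase.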
GLP-1R inv ag: inverse agonists of human GLP-1 receptor; Potency, µM (series often up to 38.3 µM), inactives show at the highest dose activity change, negative = inhibition, actives largely listed as inhibitors; HEK293 GLP-1R CRE-luciferase, luminescence, 24 h; GLP-1R form is constitutively active; 410,000 tested, 1.6% active; also: % is scaled to controls: 0 for no effect and ±100 for the full control effect; nearly all actives have a fitted effect of over 55% in size
Target sequence (P43220 whole entry, looked up): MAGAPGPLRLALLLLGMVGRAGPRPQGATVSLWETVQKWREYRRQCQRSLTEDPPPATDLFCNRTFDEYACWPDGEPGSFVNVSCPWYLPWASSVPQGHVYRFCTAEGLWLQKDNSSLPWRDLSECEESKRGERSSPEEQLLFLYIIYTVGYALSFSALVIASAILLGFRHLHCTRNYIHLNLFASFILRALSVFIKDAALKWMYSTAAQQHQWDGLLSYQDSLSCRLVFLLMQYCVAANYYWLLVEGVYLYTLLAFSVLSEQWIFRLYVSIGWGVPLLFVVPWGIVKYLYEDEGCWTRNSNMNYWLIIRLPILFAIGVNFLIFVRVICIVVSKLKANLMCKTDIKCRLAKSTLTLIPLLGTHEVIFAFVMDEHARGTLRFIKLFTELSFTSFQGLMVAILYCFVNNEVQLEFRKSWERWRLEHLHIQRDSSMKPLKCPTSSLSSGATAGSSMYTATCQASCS
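HEK293 cells stably co-expressing a cAMP-responsive luciferase reporter and constitutively active GLP-1R were seeded, incubated 12 h, then exposed to compounds for 24 h at 37 C. Luminescence was read 12 min after detection reagent; inverse agonists lower signal.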
GLP-1R agonist: agonists of human GLP-1 receptor; HEK293 GLP-1R CRE-luciferase, luminescence, 4-6 h; cells express a hypersensitive GLP-1R form; Potency, µM (highest dose often 45.6 µM), without a hit: at the top dose activation, actives largely listed as activators; AID 624172; 380,000 tested, 0.007% active; also: % of control where 0% means no effect
KB-3-1 cytotox: kills parental KB-3-1 adenocarcinoma cells | Potency, µM (series often up to 46.1 µM), without a hit: at the top dose activity change, negative = cytotoxic, usual class: cytotoxic | 400,000 tested, 1.4% active | AID 1347075 | KB-3-1 viability, CellTiter-Glo ATP luminescence, 72 h; also: % is scaled to controls: 0 for no effect and ±100 for the full control effect; nearly all actives have a fitted effect of over 60% in size
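Parental KB-3-1 adenocarcinoma cells in phenol-red-free DMEM with 10% FBS were pin-treated with compounds at several concentrations, incubated 72 h at 37 °C, and viability read by CellTiter-Glo luminescence; concentration-effect curves were fitted after normalization.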
SW480 rereplic: inducers of DNA re-replication in SW480 colon cancer cells; SW480 DNA re-replication, Hoechst DNA content imaging, 48 h; Potency, µM (highest dose often 46.1 µM), inactives show at the top dose re-replication activation, hits mostly activators; 340,000 tested, 1.8% active; also: % of control where 0% means no effect; nearly all actives have a fitted effect of over 55% in size
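Cells (250 per well) received 23 nL compound or DMSO by pin tool and were kept 48 hr at 37 C, 5% CO2. Nuclei were then stained with Hoechst for 40 min and scanned for DNA content.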
* marks the source's active call; other numbers are inactive results; u = inconclusive; x = no result given; [ ] = remark or other dose. Calls follow the shape of the dose curve; as a rule, active = well fitted curve in the direction sought with a large enough effect; inconclusive = small, poorly fitted or top-dose-only effect, or another doubt; inactive = no such curve, though single readings can be large; an effect the other way counts as inactive or inconclusive. Potency is read from the fitted curve at half-maximal effect.

Molecule	HEK293 tox	KB-3-1 cytotox	HT1080NT lethal	HT1080 IDH1KD tx	TDP43 rescue	KB-V1 MDR tox	GLP-1R inv ag	GLP-1R agonist	SW480 rereplic
Cc1ccc(NC(=O)c2nc(S(=O)(=O)Cc3ccccc3C)ncc2Cl)cc1C	-3%	u	u	16µM*	4%	18µM*	u	-9%	u
Cc1ccc(C(=O)N2CC(=O)Nc3ccc(C)cc3C2c2ccccc2)cc1 (stereo not given)	-4%	0%	7%	5%	12%	-10%	-14%	5%	4%
C=CCC[C@H](Cc1ccc(F)cc1)C(=O)OC[C@H](C)NC(=O)[C@H](CC=C)CC(=O)NCCO	u	0%	11%	10%	0%	u	-2%	1%	-25%
O=C(CSc1nc(=O)n(CCN2CCOCC2)c2c1CCCC2)Nc1ccc([N+](=O)[O-])cc1	-16%	-1%	-9%	-10%	-13%	0%	5%	13%	-113%[inhibitor]
O=C(Cn1c(CN2CCCCC2)nc2ccccc2c1=O)NC1CCCCC1	-8%	-8%	9%	4%	-16%	-2%	3%	2%	-7%
COc1ccc2c(c1)CCC/C2=N/OC(=O)c1ccccc1OC	24%	-4%	-1%	0%	16µM*	-21%	-20%	16%	8%
Cc1ccc(C(CC(=O)Nc2ccc(F)c(Cl)c2)N2Cc3ccccc3C2=O)cc1 (stereo not given)	-2%	-1%	x	x	16%	0%	10%	-6%	x
COc1ccc(C(=O)N(Cc2ccccc2)Cc2cc3cc4c(cc3[nH]c2=O)OCCO4)cc1	u	8.9µM*	u	-23%	-19%	11µM*	1%	7%	u
O=C(O)COc1ccccc1/C=N/NC(=O)CN1CCN(S(=O)(=O)c2ccc(Br)cc2)CC1	4%	-5%	17%	6%	-18%	-8%	33%	5%	2%
Cc1cc(C(F)F)nn1CC(=O)NCc1ccccc1F	70%[activator]	0%	0%	-2%	6%	7%	0%	25%	2%
CCc1ccc(C(=O)c2cn(CC(=O)Nc3ccc(F)cc3)c3ccc(F)cc3c2=O)cc1	-16%	-6%	x	x	18%	23%	u	-4%	x
Cc1cccc(C(=O)Oc2c(Br)cc(Br)cc2/C=N/NC(=O)c2ccncc2)c1	15%	3%	12%	15%	0%	1%	8%	1%	2%
COc1ccc(-c2cc(C(F)(F)F)nc(SCC(=O)Nc3ccc4c(c3)OCO4)n2)cc1OC	-3%	4%	-11%	-16%	2%	-7%	0%	2%	-1%
CCCOc1ccc(/C=N/NC(=O)c2ccc3c(c2)OCO3)c(OCCC)c1	3%	7%	14%	15%	-7%	u	5%	7%	-77%[inhibitor]
CCOC(=O)N1CCN(c2cc(NCCO)c([N+](=O)[O-])c3nonc23)CC1	27%[7.66 µM]	22%	-9%	12%	-11%	1%	26%[7.66 µM]	-2%	0%
CC(C)C[C@H]1CN(CCCC[C@H]2CNC(=O)C(=O)N2CC2CCCCC2)C(=O)C(=O)N1Cc1ccccc1	-5%	5%	6%	10%	1%	-11%	-5%	-4%	x
C/C(CC(=O)Nc1cccnc1)=N\NC(=O)C(C)Oc1ccc(Cl)cc1Cl (stereo not given)	2%	17%	0%	-4%	-4%	5%	-21%	-1%	0%
CCOc1ccccc1OCC(=O)O	9%	2%	0%	0%	-11%	0%	1%	18%	-5%
CC(C)c1nnc(NC(=O)CCC(=O)Nc2ccc(Cl)cc2)s1	0%	-7%	-2%	1%	-11%	-2%	10%	2%	-8%
O=C(CSc1nnc(Cc2cc(=O)[nH]c(=O)[nH]2)n1-c1ccccc1)N1CCCC1	10%	3%	10%	11%	5%	9%	11%	-8%	0%
CC(C)CNC(=O)C1(C)CCCCCN1C(=O)c1cc(C#N)cs1 (stereo not given)	7%	0%	3%	1%	u	-1%	21%	14%	x
Brc1ccccc1CN1CCN(Cc2c[nH]c3ccccc23)CC1	u	u	7.3µM*	23µM*	-5%	u	u	8%	-121%[inhibitor]
CCOc1ccc2nc(SCC(=O)N3c4ccccc4Sc4ccccc43)sc2c1	-4%	-2%	8%	9%	13%	0%	14%	-7%	0%
O=C(O)CN(Cc1ccccc1)S(=O)(=O)c1ccc(F)cc1	-1%	-2%	2%	-1%	-17%	-11%	4%	-1%	-5%
CCN1CCCC(OC(=O)Nc2ccccc2)C1 (stereo not given)	-10%	0%	13%	12%	0%	3%	0%	-8%	-1%

The last two records of the part before open the next one.
Molecule	HEK293 tox	KB-3-1 cytotox	HT1080NT lethal	HT1080 IDH1KD tx	TDP43 rescue	KB-V1 MDR tox	GLP-1R inv ag	GLP-1R agonist	SW480 rereplic
O=C(O)CN(Cc1ccccc1)S(=O)(=O)c1ccc(F)cc1	-1%	-2%	2%	-1%	-17%	-11%	4%	-1%	-5%
CCN1CCCC(OC(=O)Nc2ccccc2)C1 (stereo not given)	-10%	0%	13%	12%	0%	3%	0%	-8%	-1%
COC(=O)CCC(=O)Nc1cc(Cl)cc(Cl)c1	0%	8%	8%	14%	24%	21%	14%	5%	-14%
CC(C)(C)OC(=O)NC(CCNC=C1C(=O)OC(C)(C)OC1=O)C(=O)O (stereo not given)	-2%	3%	9%	-5%	-6%	17%	0%	-2%	-1%
COc1ccc2cc(C(C)C(=O)NC3CCC(O)CC3)ccc2c1 (stereo not given)	13%	9%	4%	2%	15%	0%	6%	6%	1%
CCCC(=O)NC(C)c1nc2ccccc2n1Cc1ccccc1 (stereo not given)	-5%	7%	x	x	22%	-8%	-12%	x	x
O=C(NC1CCCCC1)C(c1ccc(Cl)cc1)N(C(=O)c1cnccn1)c1ccc2c(c1)OCO2 (stereo not given)	-8%	-5%	1%	0%	-2%	7%	-8%	0%	0%
CC(C)(C)NC(=O)CN(C(=O)Cn1nnc(-c2ccccc2F)n1)c1cccc2c1CCCC2	-15%	-3%	-4%	-13%	4%	-9%	u	-4%	-2%
Nc1ccc(C(=O)C(=O)c2ccc(N)cc2)cc1	4%	-3%	-4%	0%	-14%	11%	22%	-7%	0%
Cc1ccc(C)c(CN2CCC(CNC(=O)c3cc4ccc5cccnc5c4[nH]3)CC2)c1	-12%	-26%	x	x	16%	u	-2%	x	x
CSc1ncccc1C(=O)OCC(=O)Nc1ccc(N2CCOCC2)cc1	-1%	-7%	-6%	0%	8%	8%	47%[activator]	10%	-6%
COc1ccccc1CNc1cc(C)ccc1C	14%	4%	-21%	9%	-12%	16%	0%	-1%	13%
CCc1c(C)c(C#N)c2nc3ccccc3n2c1NCC1CCCO1 (stereo not given)	69%[activator]	3%	1%	-11%	0%	-3%	7%	3%	11%
CN(C(=O)c1ccc2c(c1)OCCO2)c1c(N)n(Cc2ccccc2)c(=O)[nH]c1=O	-10%	0%	13%	8%	-6%	-16%	19%	5%	u
CS(=O)c1ccccc1COC(=O)Nc1cccc(Cl)c1 (stereo not given)	-22%	15%	-3%	-1%	-12%	u	33%[activator]	0%	-2%
Cc1ccccc1CNC(=O)Cc1cccs1	1%	6%	2%	11%	21%	u	14%	0%	-1%
CC[n+]1c(S(=O)(=O)[O-])ccc2ccc(C)cc21	0%	1%	1%	6%	21%	0%	31%	5%	-6%
C(/C=C/C=C/Nc1ccccc1)=Nc1ccccc1	5%	28%	-4%	0%	-22%	22%	69%[activator]	5%	0%
O=C(NCCN1CCOCC1)c1cn(-c2ccccc2)nc1-c1cccs1	-16%	3%	9%	11%	-18%	-16%	-1%	5%	-1%
CCC(C(=O)N1CCN(c2ccc(OC)cc2)CC1)n1nc(C)n2c(cc3occc32)c1=O (stereo not given)	u	u	x	x	24%	u	u	x	x
C=CCN1C(=NC(=O)COc2ccccc2)SC2CS(=O)(=O)CC21 (stereo not given)	-2%	-34%	-1%	0%	-15%	-5%	0%	2%	-7%

Single records, from the list above:
C(/C=C/C=C/Nc1ccccc1)=Nc1ccccc1 across the screens: HEK293 tox: 5%; KB-3-1 cytotox: 28%; HT1080NT lethal: -4%; HT1080 IDH1KD tx: 0%; TDP43 rescue: -22%; KB-V1 MDR tox: 22%; GLP-1R inv ag: 69%[activator]; GLP-1R agonist: 5%; SW480 rereplic: 0%
Cc1ccccc1CNC(=O)Cc1cccs1 across the screens: HEK293 tox: 1%; KB-3-1 cytotox: 6%; HT1080NT lethal: 2%; HT1080 IDH1KD tx: 11%; TDP43 rescue: 21%; KB-V1 MDR tox: u; GLP-1R inv ag: 14%; GLP-1R agonist: 0%; SW480 rereplic: -1%

6 successive entries out of the list so far:
Molecule	HEK293 tox	KB-3-1 cytotox	HT1080NT lethal	HT1080 IDH1KD tx	TDP43 rescue	KB-V1 MDR tox	GLP-1R inv ag	GLP-1R agonist	SW480 rereplic
CSc1ncccc1C(=O)OCC(=O)Nc1ccc(N2CCOCC2)cc1	-1%	-7%	-6%	0%	8%	8%	47%[activator]	10%	-6%
COc1ccccc1CNc1cc(C)ccc1C	14%	4%	-21%	9%	-12%	16%	0%	-1%	13%
CCc1c(C)c(C#N)c2nc3ccccc3n2c1NCC1CCCO1 (stereo not given)	69%[activator]	3%	1%	-11%	0%	-3%	7%	3%	11%
CN(C(=O)c1ccc2c(c1)OCCO2)c1c(N)n(Cc2ccccc2)c(=O)[nH]c1=O	-10%	0%	13%	8%	-6%	-16%	19%	5%	u
CS(=O)c1ccccc1COC(=O)Nc1cccc(Cl)c1 (stereo not given)	-22%	15%	-3%	-1%	-12%	u	33%[activator]	0%	-2%
Cc1ccccc1CNC(=O)Cc1cccs1	1%	6%	2%	11%	21%	u	14%	0%	-1%
